AMA1 RON2 block = AMA1-RON2 (P. falciparum) interaction inhibition. AlphaScreen AMA1-biotinylated RON2 peptide binding. Potency, µM (top dose mostly 58.2 µM), inactives show at the top dose activity change, negative = inhibition, most hits filed as inhibitors. 0.2% of 360,000 active. AID 720542;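 also: potency is read from the fitted curve at half-maximal effect; 0% = vehicle wells and -100% = peptide control; nearly all actives have a fitted effect of over 45% in size; some results filed as inactive show a strong effect at the top dose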
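AMA1 (3D7) with his tag at 25 nM final met compounds first, then biotinylated RON2 peptide at 25 nM; detection used donor plus acceptor beads, 10 µg/mL apiece, read by AlphaScreen after 30 min at room temperature.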
Giardia FBPA inh = inhibitors of Giardia lamblia fructose-1,6-bisphosphate aldolase; purified Giardia FBPA; Potency, µM (titrated, usually from 59.6 µM), for the others: at the highest dose activity, negative = inhibition, usual class: inhibitors; A8B2U2; 0.71% of 290,000 active; also: potency is read from the fitted curve at half-maximal effect; nearly all actives have a fitted effect of over 55% in size
Target sequence (A8B2U2 whole entry, looked up): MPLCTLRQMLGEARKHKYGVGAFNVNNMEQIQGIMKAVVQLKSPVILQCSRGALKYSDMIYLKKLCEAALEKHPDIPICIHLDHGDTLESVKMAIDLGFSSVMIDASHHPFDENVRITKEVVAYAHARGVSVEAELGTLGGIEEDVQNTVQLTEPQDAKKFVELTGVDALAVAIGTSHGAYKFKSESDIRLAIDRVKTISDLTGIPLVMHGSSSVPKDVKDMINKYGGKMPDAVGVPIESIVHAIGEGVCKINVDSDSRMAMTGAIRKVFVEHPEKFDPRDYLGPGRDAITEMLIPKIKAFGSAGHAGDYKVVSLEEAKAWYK
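40 nM FBPA preincubated 10 min at RT with compound (up to 57.5 uM final), then substrate plus GAPDH/TPI/NAD/arsenate coupling and diaphorase/resazurin added. Fluorescence read after 20 min at RT, 525/598 nm.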
HCMV inh = human cytomegalovirus inhibition; HFF cells, HCMV-luciferase reporter, 72 h; stronger effect = lower value; activity change, negative = inhibition, % at 57.5 µM; 4.5% of 410,000 active; AID 1259415; in the data active = activity change below about -60%; inconclusive = no clear call, values can overlap the other calls; inactive = above about -39%
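HFF cells seeded 16 h at 37C, treated with compounds, infected with luciferase-reporter HCMV at MOI 1 PFU/cell; luciferase read at 72 h post infection, normalized to buffer-only and Salinomycin controls.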
HCV inhibitor = inhibitors of hepatitis C virus infection. Huh7.5.1 HCVcc-Cre infection, luciferase reporter, 44 h. AID 651820. 3.4% of 340,000 active. Potency, µM (highest dose often 41.8 µM), for the others: at the top dose activity change, negative = inhibition, usual class: inhibitors; also: potency is read from the fitted curve at half-maximal effect
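Reporter virus HCVcc-Cre (~0.5 moi) infects cells exposed to compound; seeding density 1,000 cells/well with 4 h settling beforehand. Luminescence, 15 sec read, taken 44 h post-infection following a 15 min RT substrate incubation.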
AmpC detergent = inhibitors of E. coli AmpC beta-lactamase with detergent. AmpC hydrolysis of nitrocefin, absorbance 480 nm, 0.01% Triton. Potency, µM (top dose mostly 114 µM), without a hit: at the highest dose activity change, negative = inhibition, hits mostly inhibitors. 0.041% of 370,000 active;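 also: potency is read from the fitted curve at half-maximal effect; 0% = no-compound wells and -100% = no-enzyme wells; nearly all actives have a fitted effect of over 25% in size; some results filed as inactive show a strong effect at the top dose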
Target sequence (P00811 whole entry, looked up): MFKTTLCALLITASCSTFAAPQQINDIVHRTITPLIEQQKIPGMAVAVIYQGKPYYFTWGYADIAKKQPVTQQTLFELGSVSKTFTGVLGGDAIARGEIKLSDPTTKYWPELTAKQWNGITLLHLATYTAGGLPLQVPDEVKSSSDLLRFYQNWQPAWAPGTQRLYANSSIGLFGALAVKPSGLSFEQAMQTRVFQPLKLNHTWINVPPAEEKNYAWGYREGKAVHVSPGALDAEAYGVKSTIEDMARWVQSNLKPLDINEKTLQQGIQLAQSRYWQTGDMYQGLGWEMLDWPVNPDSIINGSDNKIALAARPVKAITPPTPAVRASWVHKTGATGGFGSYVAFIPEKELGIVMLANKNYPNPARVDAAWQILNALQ
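20 mM phosphate pH 7.0 + 0.01% (detergent screen) or 0.0001% Triton X-100; 5.3 nM AmpC reagent; cpd preinc 15 min RT; nitrocefin (800 uM stock) to start; A480 q20 s × 4 min; Activity was normalised to no-enzyme and no-compound control wells.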
Sm TGR inh = inhibitors of Schistosoma mansoni thioredoxin glutathione reductase | Potency, µM (top dose mostly 114 µM), for the others: at the highest dose activity change, negative = inhibition, most hits filed as inhibitors | AID 485364 | Q962Y6 | 3% of 360,000 active | purified TGR, DTNB reduction, TNB absorbance 405 nm; also: potency is read from the fitted curve at half-maximal effect; nearly all actives have a fitted effect of over 60% in size
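First, TGR (20 nM dispensed) and NADPH were mixed with compound. Second, a 15 min room-temperature incubation followed. Third, further NADPH and then DTNB were added to start the reaction. Finally, TNB absorbance was monitored kinetically.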
An asterisk follows results filed as active; ? = inconclusive; . = not tested or not shown; & = joins results of further samples; [ ] = remark or other dose. Unless noted, calls follow the shape of the dose curve; as a rule, active = well fitted curve in the direction sought with a large enough effect; inconclusive = small, poorly fitted or top-dose-only effect, or another doubt; inactive = no such curve, though single readings can be large; an effect the other way counts as inactive or inconclusive. Unless noted, % is scaled to controls: 0 for no effect and ±100 for the full control effect. This is a random part of the collection; 9.3% or so of the library scored in one or more.

No.	mol	AMA1 RON2 block	Giardia FBPA inh	HCMV inh	HCV inhibitor	AmpC detergent	Sm TGR inh
1	Cc1ccc(CNC(=O)c2c(-c3cccc(Br)c3)noc2C)o1	.	.	-11	.	20%	?
2	Cc1cccc(NC(=O)CSc2ccc(-c3ccco3)nn2)c1C	-16%	-2%	-14	?	-2%	2%
3	COc1ccc(NC(=O)CC2CC3CCC2C3)cn1 (stereo unspecified)	8%	2%	0	9%	-2%	42%[activator]
4	Cc1cccc(C)c1OCC(=O)N(Cc1ccc(Cl)cc1)C1CCS(=O)(=O)C1 (stereo unspecified)	5%	2%	21	14%	-7%	3%
5	O=C1c2ccc(-c3ccc4c(c3)C(=O)N(CCCO)C4=O)cc2C(=O)N1CCCO	-3%	-1%	1	11%	-7%	6%
6	CCCOc1ccc(NC(=O)C2CCCNC2=O)cc1 (stereo unspecified)	11%	4%	60	9%	?	2%
7	Cc1ccc(C(=O)OCCN2CCN(c3ncc(C(F)(F)F)cc3Cl)CC2)cc1	1%	0%	-23	-1%	?	27%
8	COc1ccc(/C=C2/NC(=O)N(Cc3ccccc3F)C2=O)cc1OC	3%	0%	10	?	3%	5%
9	Cn1c(=O)c2c(ncn2CC(=O)Nc2ccccc2Sc2ccccc2)n(C)c1=O	-7%	-1%	-76*	-9%	?	-6%
10	O=C(COc1ccccc1Cl)NNC(=O)c1cc(S(=O)(=O)N2CCOCC2)ccc1N1CCCC1	132%[activator]	.	39	2%	1%	-13%
11	COc1cc(C)nc(N2CCCC(C(=O)Nc3cc(Cl)ccc3OC)C2)n1 (stereo unspecified)	36%[activator]	-4%	-16	?	-6%	-18%
12	CCc1ccc(-c2nnn(CCC#N)n2)cc1	1%	3%	-27	3%	-11%	22%
13	COC(=O)C(Cc1cnc(Cl)s1)(C(=O)OC)c1ccc([N+](=O)[O-])cc1[N+](=O)[O-]	-18%	-10%	-35	-2%	-5%	-6%
14	Cc1cc(O)c(Sc2ccc(Cl)cc2)c(=O)[nH]1	-8%	.	20	11%	.	.
15	Cc1cc(C(=O)CCC(=O)N(C)CC(=O)Nc2c(Cl)cccc2Cl)c(C)s1	5%	.	-39	2%	?	-3%
16	CCOC(=O)CSc1nc2cc(C(=O)N3CCC(C(N)=O)CC3)ccc2c(=O)n1C1CCCCC1	-10%	-2%	?	10%	-1%	6%
17	COc1cc(C)ccc1OCCCn1c(-c2ccc(Cl)cc2)nc2ccccc2c1=O	.	.	-23	.	11%	20%
18	COC(=O)C(C)Oc1ccc2c3c(c(=O)oc2c1)CCCCC3 (stereo unspecified)	7%	-16%	-27	1%	9%	-3%
19	Clc1ccc(OCCn2cnc3ccccc32)c(Cl)c1	7%	0%	0	-23%	-14%	-19%
20	CN(C)S(=O)(=O)c1cccc(-n2sc3ccccc3c2=O)c1	8%	14µM*	-38	-14%	-2%	?
21	Cc1[nH]c2ccccc2c1C(=O)C(=O)N1CC=C(c2ccccc2)CC1	-15%	-7%	47	?	4%	-3%
22	COc1ccc(N(C(=O)C2CCCCC2)C2C=CS(=O)(=O)C2)c(OC)c1 (stereo unspecified)	6%	0%	?	10%	-5%	-5%
23	COc1ccc(C(=O)N2CCN(c3cccc(Cl)c3)CC2)c(OC)c1	-10%	-3%	-33	?	5%	-2%
24	NC(=O)c1cc2ccncc2c2ccccc12	7%	3%	-99*	-13%	4%	-14%

Rewritten with values under each structure: entries from further up.
Sequence of screens – AMA1 RON2 block, Giardia FBPA inh, HCMV inh, HCV inhibitor, AmpC detergent, Sm TGR inh
20. CN(C)S(=O)(=O)c1cccc(-n2sc3ccccc3c2=O)c1
    8%, 14µM*, -38, -14%, -2%, ?
17. COc1cc(C)ccc1OCCCn1c(-c2ccc(Cl)cc2)nc2ccccc2c1=O
    ., ., -23, ., 11%, 20%
24. NC(=O)c1cc2ccncc2c2ccccc12
    7%, 3%, -99*, -13%, 4%, -14%

Going on with the list.
No.	mol	AMA1 RON2 block	Giardia FBPA inh	HCMV inh	HCV inhibitor	AmpC detergent	Sm TGR inh
25	CC(=O)c1cc(C#N)c(N2CCN(C)CC2)nc1C	-21%	9%	-27	7%	-10%	2%
26	NS(=O)(=O)c1ccc(NC(=O)c2cc(Cl)sc2Cl)cc1	14%	.	17	12%	-4%	8%
27	NC(=S)N/N=C/c1cccc(/C=N/NC(N)=S)c1	66%[activator]	?	0	-14%	-7%	-6%
28	Cc1cc(CN2CCC(N3CCC(C(=O)NC4CC4)CC3)CC2)cc(C)c1O	9%	.	-6	18%	2%	45µM*
29	CCOc1ccc(Nc2n[nH]c(=S)s2)cc1	34%[activator]	10%	66	-6%	-9%	2%
30	O=[N+]([O-])/C(C(Cl)=C(Cl)Cl)=C(/NC1CC1)Sc1ccccc1	-18%	?	-38	16%	3%	4µM*
31	Cc1cccc(OCC(=O)Nc2nnn(C)n2)c1C	6%	1%	-102*	3%	-9%	-13%
32	CCOC(=O)c1cn(Cc2cccc(C)c2)nn1	-12%	9%	-4	-1%	0%	-1%
33	O=S(=O)(c1ccc(Oc2ncnc3scc(-c4ccccc4)c23)cc1)N1CCOCC1	-11%	3%	-16	10µM*	?	4%
34	COc1ccc(CNC(=O)COC(=O)C2CCC(C(C)(C)C)CC2)cc1 (stereo unspecified)	11%	12%	-77*	13%	-9%	-8%
35	Cc1ccc(NC(=O)Cc2nnc(SCC(=O)NC3CCCC3)n2C)c(C)c1	14%	6%	-19	-6%	-13%	-2%
36	Cc1cc(NC(=O)Cn2nnc(-c3ccccc3N)n2)no1	-17%	3%	-2	0%	?	-27%
37	O=C(CCN1CCC(c2cccs2)=N1)c1cccs1	1%	-11%	59	-11%	-3%	?
38	O=c1cc(C(F)(F)F)nc(SCc2cccc3ccccc23)[nH]1	-9%	-19%	-6	1%	?	-10%
39	CCOc1ccc(C(=O)N/N=C/c2ccc(SC)cc2)cc1	4%	2%	-33	10%	-1%	5%
40	COc1ccc(CN2CCSCC2)cc1O	-10%	-12%	14	-13%	3%	2%
41	CCOc1ccc(/C=C2\SC(=S)N(CC(=O)NCCCN3CCOCC3)C2=O)cc1	25%	.	21	?	2%	7%
42	O=C(CNS(=O)(=O)c1ccccc1)NCc1ccco1	-11%	-1%	24	5%	4%	?
43	C/C(CC(=O)Nc1cccnc1)=N\NC(=O)C(=O)Nc1cccc(C)c1	38%[activator]	-7%	8	29%	?	-11%
44	Cc1ccnc(SCc2ccc([N+](=O)[O-])cc2)n1	1%	-3%	20	9%	4%	5%
45	CCOc1ccc(NC(=O)C(C)NS(=O)(=O)c2ccc(NC(C)=O)cc2)cc1 (stereo unspecified)	6%	-1%	-36	-3%	-14%	-21%
46	O=C(NP(=O)(N1CCOCC1)N1CCOCC1)C1=C(N2CCOCC2)/C(=C\c2ccccc2)CC1	2%	-7%	-4	6%	-14%	3.2µM*
47	COc1cccc(C(=O)/C=C2\Sc3ccccc3N2C)c1	11%	?	-2	-29%	-10%	12%
48	Cc1c([N+](=O)[O-])c(C(=O)NC2CCCCC2)nn1C	7%	.	11	6%	-8%	-3%
49	CCn1c(SCC(=O)Nc2ccc(C(C)=O)cc2)nc2c([nH]c3ccccc32)c1=O	-10%	.	61	?	-10%	2%
50	COC(=O)c1cn(C)c2ccc(S(=O)(=O)N3CCOCC3)cc2c1=O	-4%	3%	4	18%	-17%	3%
51	Cc1cccc(CSc2ccc(-c3cccs3)nn2)c1	32%[activator]	3%	-22&-12	-24%	14%&3%	13%&0%
52	O=c1c2c3c(sc2n(Cc2cc(=O)n4ccccc4n2)c(=O)n1-c1ccccc1)CCC3	.	.	11	.	18%	43%[activator]
53	Cc1ccc2c(c1)cc1c(=O)n(CC(=O)NCCN3CCCC3)nc(C)n12	10%	.	.	-8%	3%	-12%
54	COc1ccc(N2CCN(C(=O)C(C)n3nc(C)c4sc5ccccc5c4c3=O)CC2)cc1 (stereo unspecified)	.	.	29	.	17%	5%
55	Cc1ccc(S(=O)(=O)N2CCOCC2)cc1NC(=O)COC(=O)CNC(=O)c1ccc(C(C)(C)C)cc1	-12%	3%	-39	5%	3%	?
56	CCCC(=O)C1=C(N(C)c2ccccc2)CC(C)(C)C(C(=O)OC)C1=O (stereo unspecified)	4%	0%	-3	2%	-2%	-8%
57	CC1=C(C(=O)OC(C)C)C(C)NC(=O)N1 (stereo unspecified)	5%	-4%	-19	15%	-14%	-1%
58	O=C(Nc1cccc2c1C(=O)NC2=O)c1cccnc1Cl	-4%	-1%	?	6%	-9%	2%
59	CCOC(=O)CSc1nc2ccsc2c(=O)[nH]1	-10%	-15%	-15	-2%	0%	7%
60	COc1ccc2nc3oc(C(=O)N4CCCCC4)cc3cc2c1	-13%	-7%	22	-25%	?	1%
61	Cc1onc(-c2c(Cl)cccc2Cl)c1CO/N=C(\C#N)c1c(Cl)cccc1Cl	-8%	3%	?	?	6%	10%
62	COc1ccc(CN(CC(=O)NC2CCCC2)C(=O)CCC(=O)Nc2nccs2)cc1	-4%	9%	-8	18%	-1%	5%
63	COC(=O)/C=c1/sc2n(c1=O)CCN=2	12%	2%	8	-6%	-12%	-2%
64	Cc1ccc(-n2nc(CO)c(C(=O)NCCc3ccccc3)n2)cc1	.	.	19	.	17%	0%
65	Fc1ccc(Nc2nc(NCc3ccco3)c3ccccc3n2)cc1	-17%	-12%	-13	10µM*	-6%	-28%
66	CC1CCc2c(sc(NC(=O)CSc3nc(N)cc(=O)[nH]3)c2C(N)=O)C1 (stereo unspecified)	14%	.	-37	-22%	-21%	-7%
67	Cc1ccc(S(=O)(=O)N2CCOCC2)cc1C(=O)OCC(=O)c1ccc[nH]1	-5%	.	-12	11µM*	-3%	-5%
68	CC(=O)c1ccc(NC(=O)c2ccc(C)c(S(=O)(=O)N3CCOCC3)c2)cc1	28%	-1%	-11	-18%	-6%	-3%
69	CCOC(=O)c1c(C)[nH]c(C)c1S(=O)(=O)N1CCC(C(=O)Nc2cc(Cl)ccc2OC)CC1	.	.	-11	.	-1%	-5%
70	COc1cc(Cl)c(C)cc1NC(=O)c1sc2nc(C)cc(C)c2c1N	.	.	-11	.	24%	-5%
71	Cc1ccc(C(=O)Nc2ccn(C)n2)cc1	-3%	.	26	-3%	-2%	4%
72	C[C@H]1CN=C(Nc2ccccc2)N1CCc1ccccc1	-5%	.	9	-2%	-4%	1%
73	COc1ccc(Cl)cc1S(=O)(=O)NC(C)C(=O)NCCN1CCOCC1 (stereo unspecified)	13%	.	2	-5%	.	.
